Bioassay records as filed in PubChem BioAssay.
GAA850 FXN act: increases GAA850 frataxin promoter reporter activity. activation, % at 6 µM. HEK293 lucGAA850 FXN promoter luciferase reporter, 24 h; percent of 10 µM SAHA response. 0.56% of 360,000 active;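 active means activation above the average of all compounds screened plus 3 SD, cutoff fixed separately per campaign, cut at about 7.5% in these data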;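 further: 0% = DMSO wells and 100% = 10 µM SAHA wells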
ssDAF-12 act: activates DAF-12 receptor from parasite S. stercoralis; AID 652126; activation, % at 6.8 µM; 1% of 370,000 active; HEK293 ssDAF-12/GRIP1 lit1-tk-luc reporter, luminescence; % of 3 µM dafachronic acid response;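 active means activation above the mean over all tested compounds plus 3 SD, cut at about 0.9% in these data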;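 further: 0% = DMSO-only wells and 100% = 3 µM delta7-dafachronic acid wells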
hcDAF-12 act: activates DAF-12 receptor from parasite H. contortus; HEK293 hcDAF-12 lit1-tk-luc reporter, luminescence; 0% DMSO, 100% Δ7-dafachronic acid; activation, % at 6.8 µM; 1.4% of 370,000 active;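 active means activation above the mean of all tested compounds plus 3 SD, cut at about 5.5% in these data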;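 further: 100% = response to 3 µM Δ7-dafachronic acid high control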
hgDAF12 agonist: hgDAF-12 agonism, primary luciferase screen | HEK293 GAL4-hgDAF12 UAS-luciferase reporter, agonist luminescence; normalized to butyrate control | 1.8% of 370,000 active | activation, % at 6.8 µM | AID 687014;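 active means activation above a cutoff set at the mean of all screened compounds plus 3 SD, cut at about 10% in these data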;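 further: 0% = DMSO wells and 100% = sodium butyrate wells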
proKLK7 act: proKLK7 (human) activation, primary screen. purified proKLK7, EDANS-DABCYL substrate fluorescence; 100% is mature enzyme control, 0% vehicle. activation, % at 7 µM. 0.9% of 370,000 active;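 active means activation above the mean of all tested compounds plus 3 SD, computed per campaign excluding outliers beyond control limits, cut at about 13% in these data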
DAX1 inh-1: inhibits human nuclear receptor DAX1; P51843; HEK293 Gal4-DAX1 luciferase reporter, luminescence; inhibition, % at 6.75 µM; 0.99% of 340,000 active; AID 504766;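 active means inhibition above the mean over all tested compounds plus 3 SD, cut at about 4.2% in these data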;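 further: 0% = DAX1-transfected cells with DMSO and 100% = empty-vector control cells with DMSO; inhibition shows as a rise in luminescence from relieved DAX1 repression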
DAX1 inh-2: inhibitors of DAX1 repression of SF-1 activated StAR promoter; inhibition, % at 6.8 µM; AID 652010; HEK293T StAR-luciferase reporter, SF-1/DAX-1 repression relief; 1.1% of 370,000 active;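 active means inhibition above the mean over all tested compounds plus 3 SD, cut at about 3.6% in these data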;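 further: 0% = DAX-1 cells with DMSO and 100% = cells lacking DAX-1 with DMSO; higher inhibition means more luminescence from relief of DAX-1 repression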
sPLA2-III inh: Inhibits HGIII-sPLA2 liposome hydrolysis, primary screen; QFRET BODIPY PC-A2 liposome hydrolysis, fluorescence; 0.56% of 370,000 active; inhibition, % at 12.2 µM;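 active means inhibition above mean plus 3 SD of compounds lying within the high and low control bounds, cut at about 19% in these data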;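 further: 0% = median of test compound wells and 100% = no enzyme DMSO wells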
SMARCA2 act: activators of SMARCA2 function. activation, % at 9.1 µM. 1% of 370,000 active. MG213 cells, MMTV-luciferase reporter, dexamethasone, overnight; in the data active means activation above about 7.8%;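 further: 0% = vehicle wells and 100% = reference activator wells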
NPR1 activator: GC-A (human) enzyme activation; P16066; 0.14% of 370,000 active; HEK293 GC-A cells, cGMP TR-FRET, EC30 ANP; 0% at EC30 ANP, 100% saturating ANP; activation, % at 10 µM; AID 1671463; in the data active means activation above about 40%
GC-B act: GC-B (human) receptor activation. 0.11% of 370,000 active. activation, % at 10 µM. HEK293-GC-B cells, CNP EC30, cGMP TR-FRET; 0% at EC30 CNP, 100% saturating CNP. P20594. AID 1920062;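 active means activation at 10 µM reaching about 35% in either raw or pattern-adjusted values, limit read from the data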
Target sequence (P20594 whole entry, looked up): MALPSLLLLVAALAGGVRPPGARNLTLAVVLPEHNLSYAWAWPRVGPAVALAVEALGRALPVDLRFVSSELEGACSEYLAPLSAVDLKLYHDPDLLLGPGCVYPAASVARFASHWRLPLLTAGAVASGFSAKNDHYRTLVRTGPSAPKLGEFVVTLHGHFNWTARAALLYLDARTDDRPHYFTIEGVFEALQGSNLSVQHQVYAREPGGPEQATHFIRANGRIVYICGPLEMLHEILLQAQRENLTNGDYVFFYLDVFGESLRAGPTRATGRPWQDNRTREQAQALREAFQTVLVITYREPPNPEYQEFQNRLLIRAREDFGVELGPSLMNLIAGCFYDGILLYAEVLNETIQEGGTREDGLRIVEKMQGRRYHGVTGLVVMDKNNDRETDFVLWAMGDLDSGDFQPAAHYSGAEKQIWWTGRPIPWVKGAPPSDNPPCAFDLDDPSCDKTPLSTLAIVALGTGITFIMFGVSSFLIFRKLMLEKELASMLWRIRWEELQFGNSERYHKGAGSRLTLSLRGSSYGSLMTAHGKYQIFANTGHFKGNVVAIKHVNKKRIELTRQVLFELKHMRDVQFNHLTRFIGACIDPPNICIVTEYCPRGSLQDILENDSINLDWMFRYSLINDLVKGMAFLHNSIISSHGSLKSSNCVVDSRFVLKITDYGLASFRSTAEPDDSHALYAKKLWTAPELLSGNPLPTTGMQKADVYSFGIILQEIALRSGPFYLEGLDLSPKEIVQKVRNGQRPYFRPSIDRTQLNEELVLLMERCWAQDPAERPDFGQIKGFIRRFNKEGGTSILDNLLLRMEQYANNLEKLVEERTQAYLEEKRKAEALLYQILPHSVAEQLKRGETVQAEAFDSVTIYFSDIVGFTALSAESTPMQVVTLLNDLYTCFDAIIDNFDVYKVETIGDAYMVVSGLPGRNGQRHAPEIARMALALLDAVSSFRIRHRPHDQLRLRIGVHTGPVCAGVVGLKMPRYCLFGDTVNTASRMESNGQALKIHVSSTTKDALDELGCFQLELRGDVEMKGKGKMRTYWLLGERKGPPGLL
Starred values were filed as active, the others as inactive; / = no result given.

Values run as follows: GAA850 FXN act, ssDAF-12 act, hcDAF-12 act, hgDAF12 agonist, proKLK7 act, DAX1 inh-1, DAX1 inh-2, sPLA2-III inh, SMARCA2 act, NPR1 activator, GC-B act
COc1ccc(OCC(=O)Nc2ccc(Cl)cc2C(=O)c2ccccc2)cc1
→ 1.6, -0.8, -1.5, 1.4, 0.3, 1.9, 0.1, 8, -3, -2, -4
CC(C)N1CCN(c2ccc(O)cc2)CC1
→ 3.7, -1.3, -0.5, -1.5, 0.0, -0.8, -0.6, -6, 1, 1, 4
COC(=O)C1=C(c2ccc(OCc3ccccc3)cc2)C[C@@H]2CC[C@H]1N2C(=O)NCc1cccc(OC)c1
→ -12, -1.6, -0.9, -4.6, 0.5, -2.2, -1.2, -22, -2, -4, 3
CC(=O)NC(C)Cc1ccccc1 (configuration not stated)
→ -0.6, -0.8, 0.2, -0.7, 0.9, -0.1, 0.5, 3, 1, -1, 0
C=CC(C)C(C(=O)c1ccccc1)N(C)C (configuration not stated)
→ 0.7, -1.3, -0.6, 0.7, 0.3, 0.7, 0.7, -2, 0, -3, 4
O=C(CF)NC(Nc1cccc2cccnc12)C(Cl)(Cl)Cl (configuration not stated)
→ -5.1, -1.6, -0.6, 0.7, 0.0, -0.6, 0.1, -1, 0, 6, 0
COC(=O)[C@@H]1C[C@]2(C(=O)O)c3ccccc3N(OOSc3ccccc3)[C@@H]2N1C(=O)OC
→ 1.2, -0.8, -0.9, 0.9, -0.7, 0.8, 0.4, 3, 0, -2, 0
CCOC(=O)CC[C@@H]1CC[C@]2(CCCN(Cc3ccncc3)C2)O1
→ /, -0.9, -0.9, -0.2, 0.2, /, -0.1, 8, -5, -2, 0
OCCN(CC#CC(O)(c1ccccc1)C1CCCC1)CCO (configuration not stated)
→ 0.7, -0.5, -1.9, -1.7, -0.5, -0.4, -0.1, 2, 2, -2, -4
COc1ccc(C2=CC(c3ccc4c(c3)OCO4)c3c(c4ccccc4oc3=O)O2)cc1OC (configuration not stated)
→ -1.7, -0.4, -2.0, -0.2, 6.5, 1.5, -0.4, -4, 1, 6, 6
COC(=O)C1=C(c2ccc(S(C)(=O)=O)cc2)C[C@@H]2CC[C@H]1N2C(=O)NCc1ccco1
→ -0.2, -0.8, -2.2, -0.3, -0.2, 2.0, 0.1, 5, 2, 3, 0
O=C(c1ccco1)c1cn(Cc2ccc(Cl)cc2)c2ccccc12
→ 0.5, -1.3, -1.5, 2.5, -6.1, 0.8, -0.1, -8, 1, 29, 0
Cn1c(O)c(C=NCc2cccs2)c(=O)n(C)c1=O
→ -3.0, -0.8, -1.5, -0.8, 0.3, 1.0, -0.2, 4, -1, 1, -2
CC(C)(C)n1cc(C(=O)c2ccccc2OCCCF)cn1
→ 1.2, 0.0, 0.1, 1.1, -0.4, -1.9, 1.1, 2, -1, 2, 2
O=C(O)CCC(=O)NCCC1=c2ccccc2=N/C1=C\c1c(O)n(Cc2ccc(F)cc2)c(=S)[nH]c1=O
→ 2.9, -0.5, -0.4, -4.3, 2.8, -0.2, 0.5, -13, 6, -4, -5
COc1ccc(CC2(CCc3ccncc3)C(=O)NC(=O)NC2=O)c(OC)c1
→ 0.0, -1.1, 0.0, -1.6, -0.2, -1.5, 0.2, 2, 2, -2, 3
COC(=O)C1=C(c2cccc(C#N)c2)C[C@@H]2CC[C@H]1N2C(=O)NCCO
→ 0.6, -1.3, -1.0, 1.1, 0.5, -0.9, 0.3, 12, 0, 1, 7
CN1CCN(Cc2ccccc2Sc2ccccc2)CC1
→ -1.4, 0.0, -1.5, -2.5, 0.2, -1.8, 0.3, -11, 1, -15, -10
O=[N+]([O-])c1cccc(O)c1
→ -0.6, -0.6, -1.2, 4.0, 0.6, 0.4, -0.2, 1, -5, 5, -2
COc1ccc(NC(=S)NC(NC(=O)CF)C(Cl)(Cl)Cl)cc1[N+](=O)[O-] (configuration not stated)
→ 0.2, -2.2, -0.9, 4.4, -0.1, 4.6*, 0.0, 19*, -2, 4, -1
CCC(CC)NCc1c[nH]c2ccccc12
→ 0.6, 0.3, 4.7, -1.4, -0.2, -0.7, -0.7, -2, -2, -1, -2
CC(=O)c1ccc2c(c1)C1C(Cl)C(Sc3ccccc3[N+](=O)[O-])CC1C(c1ccccc1)N2 (configuration not stated)
→ -0.4, -0.9, 0.2, 1.6, 0.1, -0.9, -0.5, -1, 3, -12, -11
Cc1nc2ccccc2c(=O)n1-c1ccc(Cl)cc1[N+](=O)[O-]
→ -0.9, -1.6, -1.4, -1.2, 0.0, -1.3, -0.3, 4, 0, 2, -1
O=C(COc1ccc(S(=O)(=O)N2CCCCC2)cc1)N1CCN(Cc2ccccc2)CC1
→ -1.7, -1.5, -1.2, -1.9, 0.7, -0.9, -1.5, -5, 0, 0, -7
Cc1ccccc1CCNCc1ccc(Br)cc1
→ 0.5, -1.0, -0.9, -2.0, 0.7, 0.5, 0.5, 1, -2, -28, -22
Cc1cc(C)c(C)c(C(O)(C(=O)O)c2ccccc2)c1 (configuration not stated)
→ -0.8, -0.6, -0.6, -2.5, 0.9, -0.2, 0.6, 0, -1, -1, 5
COc1ccc(-c2nc3ccccc3n2OC(=O)N(C)C)cc1
→ -0.9, -1.2, -0.2, 0.3, 0.3, 0.1, -0.7, -1, 1, 3, 4
N=C1c2ccccc2CN1NC(=O)c1ccco1
→ 0.1, -1.7, -2.3, -2.4, 0.4, 1.5, 0.3, 17, -3, 3, 2
Cc1cc(C=C2C(=O)NC(=S)NC2=O)c(C)n1C1CCCC1
→ 3.6, -0.3, 0.1, 3.0, -0.6, 2.1, 0.1, 8, 0, -10, -1
Cc1ccc(S(=O)(=O)N2CCN(C(=O)COC(=O)Cc3ccccc3)CC2)c(C)c1
→ -1.7, -0.8, -1.0, 0.1, -0.3, -1.5, -0.1, -7, -1, 2, 2
COc1ccc(-n2nc(C(=O)NCC(=O)N3CCC4(CC3)OCCO4)c3ccccc3c2=O)cc1
→ 3.7, -0.6, 5.8*, 8.3, -0.9, 0.8, 1.2, 1, 7, 2, 0
O=C1NC(=O)C2(Cc3ccccc3N3CCOCC32)C(=O)N1c1ccccc1 (configuration not stated)
→ -1.9, 0.5, 1.7, 4.8, 0.0, -0.3, 0.8, 4, -2, 2, -1
C=CCn1c(O)c(/C=N/N2CCCCC2)c(=O)[nH]c1=O
→ 1.2, -1.1, -1.2, -0.3, -0.1, -1.7, 0.2, 10, -3, -1, -2
CCN(CC)c1ccc(N=Cc2c(O)n(CCC3=CCCCC3)c(=O)[nH]c2=O)cc1
→ 3.9, -0.8, -0.3, -1.1, 0.3, 0.9, -0.4, 0, 0, 3, 4
O=c1[nH]c(=O)n(-c2cccc(Cl)c2)c(O)c1C=NCCCN1CCOCC1
→ 2.2, -1.5, -1.2, 1.5, -0.3, 0.8, 0.1, 7, -1, 4, 0
CCOc1ccc(N=Cc2c(O)n(Cc3ccccc3)c(=S)[nH]c2=O)cc1
→ -1.1, -1.6, -1.1, 0.1, 0.7, 2.0, 0.6, -4, -1, -3, -3
O=C(c1ccncc1)C12CN3CN(CN(C3)C1)C2
→ 0.9, -0.6, 0.9, -0.2, 0.5, -0.2, -0.7, 12, -4, 4, 1
C=CC(=O)OCCO
→ 0.1, -1.6, 1.6, -0.3, 0.0, 0.3, -0.4, -3, 0, -2, 1
COc1ccc(OC)c(CC(=O)O)c1
→ 0.1, -0.8, -0.9, -0.1, 0.4, -0.4, -0.5, 4, -2, 2, 2
C=CCN1CC[C@]23c4c5ccc(O)c4OC2C(=O)CC[C@@]3(O)[C@H]1C5 (some centres not stated)
→ /, -1.5, -0.8, 3.3, 0.2, /, 0.5, -23, 0, -1, -2
O=c1[nH]c2ccccc2n1C1CCN(C(c2ccccc2)c2nnnn2-c2ccc3c(c2)OCCO3)CC1 (configuration not stated)
→ /, -1.5, -2.6, -7.1, 0.4, /, -4.8, -12, -3, -6, 1
CCC(=O)c1c(O)n(C2CCCCCC2)c(=O)[nH]c1=O
→ -0.4, -1.2, -1.4, 2.3, 0.3, 1.0, -0.9, -5, 1, 7, 3
O=C(COc1ccc(Br)cc1)N1CCN(Cc2ccc3c(c2)OCO3)CC1
→ 0.7, -1.5, 0.2, -0.3, 0.0, -0.3, -1.3, -6, -2, 0, -2
CCCCNc1ccncc1S(=O)(=O)NC(=O)NC(C)C
→ 0.6, -0.9, -1.5, -0.5, 0.4, -0.3, 0.0, -2, 0, 2, 5
CCOC(=O)c1ccc2[nH]c(-c3ccc(S(=O)(=O)F)cc3)cc(=O)c2c1
→ -1.2, -0.3, 0.3, 2.5, -15, -0.3, -0.1, 1, -4, 0, 1
CCCCn1c(O)c(C(C)=NCc2ccc3c(c2)OCO3)c(=O)[nH]c1=O
→ 1.2, -2.1, -1.4, -1.6, 1.3, 0.8, -0.1, -7, -2, -6, -2
CCCC(CCC)C(=O)OC[N+](C)(C)CCOC(=O)C(O)(c1ccccc1)C1CCCC1 (configuration not stated)
→ 0.8, -1.1, -0.5, 1.9, 0.2, 0.7, 0.3, -4, -1, 4, 4
O=C1NC(=O)C(CCc2ccncc2)(CCc2ccncc2)C(=O)N1CCc1ccccc1
→ 0.1, -1.0, -1.0, -3.1, 0.2, 1.9, 0.5, -2, -1, -2, -3
O=C(N/N=C/c1c(O)n(Cc2ccc(F)cc2)c(=S)[nH]c1=O)c1ccncc1
→ 2.0, -0.9, -1.4, 1.6, -2.3, 0.1, -0.7, 1, -1, -10, 3
c1ccc(C2NCCc3[nH]cnc32)cc1 (configuration not stated)
→ 1.2, -1.3, 0.4, -1.2, 0.2, -1.1, -0.2, 8, -3, 1, -1
O=[N+]([O-])c1cccc2c([N+](=O)[O-])cccc12
→ -0.4, -1.1, -2.2, 0.1, 0.1, 1.3, -0.3, 2, 7, -2, -4
O=c1[nH]c(=S)n(Cc2ccc(F)cc2)c(O)c1C=NCc1cccnc1
→ 4.0, -0.9, -0.9, -0.1, -0.6, 0.4, 0.5, 6, 0, 10, -3
COC(=O)C1C(c2ccc(Cl)cc2)CC2CCC1N2C (configuration not stated)
→ /, -1.2, 1.7, -3.1, 0.6, /, 1.1, -1, 6, -2, -2
CC1CCN(C(=O)CCl)CC1
→ -3.4, -1.3, -1.0, 1.6, 0.1, -0.5, -1.5, -2, 0, -1, 0
COc1ccc(CCn2c(O)c(C=NCc3cccnc3)c(=O)[nH]c2=O)cc1OC
→ 1.4, -1.3, -2.0, -0.3, -0.8, 0.0, 0.4, 4, -5, -4, 0
O=C(c1ccc(C(F)(F)F)cc1)C1CCCN(Cc2ccncc2)C1 (configuration not stated)
→ -2.9, -2.6, -3.0, -2.7, 0.6, -1.1, -4.1, -5, -5, 1, 0
CCC(C)c1cnc(CC(C)C)c(=O)n1O (configuration not stated)
→ 0.9, -0.8, -1.9, -3.2, -0.1, /, 0.2, -1, 4, 2, -1
CC(=O)OC1(c2ccccc2)CCN(C)C(C)C1C (configuration not stated)
→ 2.0, -1.1, -0.1, 0.2, -1.2, 0.1, 0.3, 1, 0, 5, -3
CN(C)CCN=Cc1c(O)n(-c2cccc3ccccc23)c(=O)[nH]c1=O
→ -2.5, -1.7, -1.0, 1.3, 0.4, -0.3, 0.4, -6, -1, 4, 1
CN/C=C(/Cl)P(=O)(OC(C)C)OC(C)C
→ -0.3, -1.1, -0.6, -0.9, 0.2, -0.1, -0.2, 0, 8.0*, 2, 2

Only part of the results is shown; count on the stated rates, not on these rows.
